Compound activity as filed in PubChem.
ARFGAP1 inh = inhibitors of rat ARFGAP1. Q62848. Arfgap1-stimulated ARF1 GTP hydrolysis, GDP FP detection. inhibition, % at 16.5 µM. 360,000 tested, 0.26% active;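 active means inhibition above a per-plate limit, mean inhibition of low control wells plus 3 SD, cut at about 25% in these data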;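 further: 0% = DMSO wells with enzyme and 100% = wells lacking Arfgap1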
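Assay system: Rat Arfgap1 GAP domain (His6, aa 1-136), purified enzyme | Buffer or medium: HEPES 25 mM pH 7.5, NaCl 150 mM, MgCl2, DTT | Schedule: GTP hydrolysis reaction 2 h at 25 °C | Signal: FP of antibody-bound GDP Alexa 633 tracer, ex 620/em 688 nm | Measure: Percent inhibition of Arfgap1-stimulated GTP hydrolysis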
UHRF1 MBD2 ctr = UHRF1 methyl-DNA binding inhibition; AID 687016; UHRF1 binding to methylated oligo, TR-FRET; inhibition, % at 4.4 µM; Q96T88; 370,000 tested, 0.75% active; in the data active means inhibition above about 21%;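 further: UHRF1 SRA domain binding a hemimethylated CpG hairpin DNA probe; 0% = median of test compound wells and 100% = reference inhibitor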
Tn7 DDE FP = inhibitors of Tn7 peptide binding to human fibrin DD(E); P02675; inhibition, % at 8.3 µM; FP displacement of FITC-Tn7 peptide from fibrin DD(E); 0% = median of compound wells per plate; 370,000 tested, 0.13% active;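 active means inhibition above the mean of compounds falling within the control limits plus 3 SD of them, cut at about 14% in these data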;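 further: 0% = plate median of compound wells and 100% = 10 µM Aha-Tn7 peptide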
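Measure: % inhibition scaled between sample-field median and high-control FP; Test system: human fibrin DD(E); Quantity: 2 µM final DD(E) protein; Doses: one dose, 8.3 µM nominal; Schedule: compound with protein 10 min, then 3 h after probe, room temperature; Detection: fluorescence polarization; Medium: Tris buffer with calcium and detergent, pH 7.8.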
MBD2 DNA inh = blocks human MBD2 binding to methylated DNA; Q9UBB5; TR-FRET, MBD2 binding to methylated oligonucleotide; inhibition, % at 4.4 µM; 370,000 tested, 0.31% active; AID 686964; in the data active means inhibition above about 13%
PLCb3 inh = blocks human PLC-beta3 enzyme activity. 370,000 tested, 0.18% active. Q01970. Purified PLC-beta3, fluorogenic substrate, fluorescence. inhibition, % at 12.2 µM; in the data active means inhibition above about 11%;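 further: 0% = median of compound wells on plate and 100% = full blocker control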
Target sequence (Q01970 whole entry, looked up): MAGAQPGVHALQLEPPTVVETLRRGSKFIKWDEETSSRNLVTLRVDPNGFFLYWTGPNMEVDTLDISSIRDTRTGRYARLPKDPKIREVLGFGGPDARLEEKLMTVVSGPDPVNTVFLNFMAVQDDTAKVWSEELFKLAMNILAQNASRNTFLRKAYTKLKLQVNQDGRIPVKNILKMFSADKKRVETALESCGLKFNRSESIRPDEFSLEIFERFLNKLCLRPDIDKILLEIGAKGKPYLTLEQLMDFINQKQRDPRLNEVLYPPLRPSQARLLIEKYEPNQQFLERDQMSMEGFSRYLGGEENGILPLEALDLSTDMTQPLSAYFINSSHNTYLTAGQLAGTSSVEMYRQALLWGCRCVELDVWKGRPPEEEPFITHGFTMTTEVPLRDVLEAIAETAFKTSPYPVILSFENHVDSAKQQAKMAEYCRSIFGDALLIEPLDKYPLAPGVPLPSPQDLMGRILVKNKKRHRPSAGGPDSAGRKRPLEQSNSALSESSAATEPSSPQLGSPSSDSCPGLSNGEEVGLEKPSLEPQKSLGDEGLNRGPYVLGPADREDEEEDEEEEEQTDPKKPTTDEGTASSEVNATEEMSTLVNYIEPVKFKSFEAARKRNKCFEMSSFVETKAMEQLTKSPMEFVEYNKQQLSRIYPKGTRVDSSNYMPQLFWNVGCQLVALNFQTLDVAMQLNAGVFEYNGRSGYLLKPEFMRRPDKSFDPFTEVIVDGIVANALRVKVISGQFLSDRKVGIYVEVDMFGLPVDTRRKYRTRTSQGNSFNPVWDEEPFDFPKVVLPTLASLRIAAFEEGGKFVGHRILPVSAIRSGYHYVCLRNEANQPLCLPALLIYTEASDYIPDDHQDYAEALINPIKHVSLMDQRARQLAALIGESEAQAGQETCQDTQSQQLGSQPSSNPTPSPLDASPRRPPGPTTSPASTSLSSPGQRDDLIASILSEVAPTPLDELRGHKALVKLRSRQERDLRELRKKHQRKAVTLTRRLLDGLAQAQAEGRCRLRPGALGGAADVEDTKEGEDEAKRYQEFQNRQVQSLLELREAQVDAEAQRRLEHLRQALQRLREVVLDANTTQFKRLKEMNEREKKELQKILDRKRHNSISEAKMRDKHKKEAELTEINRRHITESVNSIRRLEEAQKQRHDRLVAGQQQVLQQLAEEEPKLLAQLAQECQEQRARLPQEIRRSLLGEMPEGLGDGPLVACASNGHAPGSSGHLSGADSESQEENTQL
Tn6 DDE FP = DD(E)-Tn6 binding inhibition, primary FP screen. 370,000 tested, 0.21% active. Fibrin DD(E) TRITC-Tn6 fluorescence polarization displacement. inhibition, % at 8.3 µM. P02675. AID 720509;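 active means inhibition above a per-campaign cutoff: mean of compounds within control limits plus 3 SD, cut at about 15% in these data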;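 further: 0% = median of all compound wells on the plate and 100% = blocking peptide control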
PLC-gamma1 inh = PLC-gamma1 (human) inhibition, primary screen; inhibition, % at 12.2 µM; AID 720700; 370,000 tested, 0.84% active; purified PLC-gamma1, fluorogenic substrate, fluorescence; P19174; in the data active means inhibition above about 9.5%
proKLK7 act = proKLK7 (human) activation, primary screen; purified proKLK7, EDANS-DABCYL substrate fluorescence; 100% is mature enzyme control, 0% vehicle; AID 652039; 370,000 tested, 0.9% active; P49862; activation, % at 7 µM;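 active means activation above the mean of all tested compounds plus 3 SD, computed per campaign excluding outliers beyond control limits, cut at about 13% in these data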
ADAM17 inh = inhibits human ADAM17 | P78536 | recombinant ADAM17, EDANS/DABCYL FRET peptide cleavage | inhibition, % at 6.95 µM | AID 720648 | 370,000 tested, 0.83% active;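 active means inhibition above the mean of compounds lying between control limits plus 3 SD, set per campaign, cut at about 8.5% in these data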;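 further: 0% = DMSO-only wells as the low control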
ASAP1 GAP inh = inhibitors of human ASAP1 ArfGAP activity; ASAP1-stimulated ARF1 GTP hydrolysis, GDP FP detection; inhibition, % at 16.5 µM; 360,000 tested, 0.19% active; in the data active means inhibition above about 25%;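 further: 0% = vehicle with enzyme and substrate and 100% = no enzyme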
* marks the source's active call; other numbers are inactive results; / = no result given.

SMILES,ADAM17 inh,ASAP1 GAP inh,UHRF1 MBD2 ctr,Tn6 DDE FP,MBD2 DNA inh,PLCb3 inh,PLC-gamma1 inh,proKLK7 act,Tn7 DDE FP,ARFGAP1 inh
COc1ccc(NC(=O)C(c2cc3c(cc2[N+](=O)[O-])OCO3)N2CCN(C=O)CC2)cc1 (stereo unspecified),-20,5,-8,1,-5,-11,-11,-0.9,0,-11
C[C@@H]1COc2cc(N3CC[C@H](O)C3)ccc2S(=O)(=O)N1,-6,11,2,-4,5,-3,0,-0.6,2,3
CCOC(=O)c1sc(NC(=O)c2ccco2)nc1C,-1,-2,1,-3,0,3,0,0.9,-4,1
CCN(CC(=O)Nc1ccccc1C(F)(F)F)C(=O)Cc1sc(C)nc1-c1ccc(F)cc1,-3,13,-3,0,1,-7,-2,-0.1,-1,-10
O=C(NCCc1ccccc1)C1CCN(S(=O)(=O)c2ccc(Br)s2)CC1,2,9,-1,-5,-2,3,4,0.0,1,6
COc1ccc(C2(CNC(=O)/C=C/c3ccco3)CCCC2)cc1OC,-2,5,-2,-4,1,-7,-4,0.2,-4,3
CC1(C(=O)NS(=O)(=O)c2ccccc2)CCN1C(=O)c1ccccc1 (stereo unspecified),-6,-5,1,-6,6,4,-3,-0.2,1,-1
O=S(=O)(c1ccccc1)C1CC1(c1ccccc1)c1ccccc1 (stereo unspecified),-3,-8,-1,2,-2,0,-1,-0.2,2,-6
Cc1ccc(N2C(=O)C3C4C=CC(CNC(=S)Nc5ccc(Cl)cc5)(O4)C3C2=O)cc1 (stereo unspecified),1,2,2,3,3,1,-2,-0.2,-1,-2
COc1ccccc1NC(=O)N(C)C[C@H]1OCc2cnnn2CCCC(=O)N([C@H](C)CO)C[C@@H]1C,1,-5,0,-2,2,2,4,0.1,2,-11
CNc1nnc(SCC(=O)c2c(N)n(C3CC3)c(=O)[nH]c2=O)s1,-1,3,1,-1,-5,-6,1,-0.1,2,7
CCCC(=O)Nc1ccccc1NC(=O)c1cc(OC)c(OC)c(OC)c1,1,-11,-2,11,-5,1,0,-0.6,0,-10
CCOC(=O)N1CCN(CCC(=O)c2ccc(Cl)cc2)CC1,0,-4,0,0,-4,5,0,-0.3,-9,-6
N#Cc1ccc(C(=O)N2CCC3CC2c2cc(-c4ccccc4)ccc23)cc1 (stereo unspecified),2,12,-4,0,3,0,0,-0.1,8,-7
O=C(O)C1Cc2[nH]cnc2C(c2cccc([N+](=O)[O-])c2)N1 (stereo unspecified),-2,-8,3,2,7,-5,2,0.2,3,3
COc1cccc(CNC(=O)c2nnn(CC(=O)Nc3c(C)cccc3C)c2N)c1,-3,-5,-2,10,1,-5,2,0.6,3,2
CCN(C(=O)COC(=O)c1ccc(Sc2ncn[nH]2)c([N+](=O)[O-])c1)c1ccccc1C,2,/,-1,-11,-7,5,2,0.9,4,/
CN1OC[C@@H]2CN(C(=O)c3cccc4ccccc34)[C@H](c3ccccc3Br)C[C@@H]21,-3,7,-3,4,3,1,-2,-0.4,8,7
CCC(=O)Nc1cc(=O)[nH]c2nc(-c3ccc(Cl)cc3)nn12,-1,3,1,1,2,-7,0,0.1,-7,11
Oc1cccc(CCC2CCCCN2Cc2cn[nH]c2-c2ccc3c(c2)OCO3)c1 (stereo unspecified),0,7,-1,8,-3,-1,2,0.1,-3,8
CC1=C(C(=O)OCC2CCCO2)C(c2ccc(C)cc2)C2=C(CC(C)(C)CC2=O)N1 (stereo unspecified),-113,-1,1,-2,-3,-321,-276,11,4,-4
O=[N+]([O-])c1cccc(COc2ccccc2CN2CCCC2)c1,-3,1,-4,5,-2,1,1,-0.2,5,-2
Cc1ccc2nc(N3C(=O)C(O)=C(C(=O)c4ccc(C)o4)C3c3cccc(O)c3)sc2c1 (stereo unspecified),-1,19,-2,-7,0,-92,-65,0.8,-2,34*
CN(C)c1ccc(C2C3C(=O)N(c4ccc(C(=O)O)cc4)C(=O)C3ON2c2ccccc2)cc1 (stereo unspecified),-16,0,-3,9,-3,-162,-140,63*,9,-3
CCOC(=O)C1=C(C)OC(N)=C(C(=O)OCC)C1c1cccnc1 (stereo unspecified),4,9,-1,-2,-1,1,4,0.1,-7,10
CN1C2CCC1CC(NC(=O)CSCc1ccc(Cl)cc1Cl)C2 (stereo unspecified),-3,8,0,4,-1,-7,1,0.1,-4,-7
CCn1cc(S(=O)(=O)N2CCN(Cc3cccc(Cl)c3)CC2)cn1,0,-3,-2,11,-2,0,3,0.7,6,7
CCCCCCN1C[C@H](n2cc(-c3ccc(F)cc3)nn2)[C@@H](O)C[C@@H]1c1ccc(OC)cc1,1,16,-1,2,0,2,0,0.2,-4,-4
Cc1nn(C)c(Oc2ccccc2)c1CCNS(=O)(=O)c1ccccc1,-7,-3,5,-1,5,0,5,0.1,2,15
CCOc1ccc(C(=O)CCC(=O)NCC(=O)Nc2c(C)cccc2C)cc1,-8,-3,4,-6,2,-8,-8,0.2,3,2

proKLK7 act, what is marked active above.
SMILES,ADAM17 inh,ASAP1 GAP inh,UHRF1 MBD2 ctr,Tn6 DDE FP,MBD2 DNA inh,PLCb3 inh,PLC-gamma1 inh,proKLK7 act,Tn7 DDE FP,ARFGAP1 inh
CN(C)c1ccc(C2C3C(=O)N(c4ccc(C(=O)O)cc4)C(=O)C3ON2c2ccccc2)cc1 (stereo unspecified),-16,0,-3,9,-3,-162,-140,63*,9,-3

More structures
SMILES,ADAM17 inh,ASAP1 GAP inh,UHRF1 MBD2 ctr,Tn6 DDE FP,MBD2 DNA inh,PLCb3 inh,PLC-gamma1 inh,proKLK7 act,Tn7 DDE FP,ARFGAP1 inh
COc1cccc(C2Nc3cccc4cccc(c34)N2)c1,-2,2,-5,4,-5,-87,-7,-0.1,4,-4
O=C1CC(C(=O)N2CCc3ccccc32)CN1c1cccc(C(F)(F)F)c1 (stereo unspecified),-1,2,-3,0,-7,-3,-9,-0.8,6,0
CCCc1nc(-c2cc3ccccc3[nH]c2=O)no1,-82,2,-3,7,2,-37,-21,0.1,6,10
O=C(O)c1ccc(N/N=C/c2c(F)cccc2Cl)cc1,-5,6,0,0,-1,-12,-5,0.1,-1,0
CN(Cc1ccco1)C(=O)c1ccc(OC2CCN(Cc3ccccn3)CC2)cc1,-2,-5,2,15,-4,-6,0,0.0,-2,11
COc1ccc(CN(C)C(=O)c2ccc(COc3ccccc3)cc2)c(OC)c1,5,-1,-2,-9,5,-7,0,0.5,-2,-5
CCOC(=O)C(CSCc1ccccc1)NC(=O)OC(C)(C)C (stereo unspecified),1,0,1,3,-6,2,2,-0.1,4,4
O=C(CC1C(=O)NCCN1Cc1ccccc1C(F)(F)F)NCCn1cccn1 (stereo unspecified),-2,7,9,-1,5,-7,-1,-0.2,-6,0
Cc1ccc(S(=O)(=O)NNC(=O)c2ccc(NC(=O)C3CC3)cc2)cc1,0,12,0,-2,-5,-8,-2,-0.2,-3,-2
CCCN(CC(=O)Nc1ccccc1C)C(=O)CCCNC(=O)c1ccc(Cl)cc1,-1,3,-1,0,1,-2,-2,0.1,-4,13
Cc1ccc(F)cc1-c1cc(C(=O)NCc2cc(C(F)(F)F)cc(C(F)(F)F)c2)[nH]n1,0,10,0,0,-4,3,2,0.4,0,-10
CC(C)(C)NC(=O)COC(=O)c1ccc(Cl)cc1O,1,-12,0,0,-2,0,3,0.4,-1,-2
CC(=O)Nc1ccc(S(=O)(=O)NCC(=O)OCC(=O)NCCc2ccccc2)cc1,-4,6,-2,1,-3,0,1,0.4,0,-4
COc1ccc(Nc2oc(COc3ccc(Cl)cc3)nc2C#N)cc1,13*,-8,-3,-16,-2,-5,-2,0.0,-14,13
O=C(c1ccc(Cl)c([N+](=O)[O-])c1)N1CCCc2ccccc21,-3,-2,0,2,1,-11,-1,0.2,6,6
CC1CCN(C(=O)CN(c2ccc3c(c2)OCCO3)S(=O)(=O)c2ccccc2)CC1,-1,1,-1,3,5,-5,-1,0.8,-1,-1
CCN1CCN(c2nc(-c3ccc(F)cc3)cc(=O)[nH]2)CC1,0,11,0,7,2,-4,1,0.3,-6,3
CCCCc1ccc(NC(=O)CN2C(=O)C3CCCCC3C2=O)cc1 (stereo unspecified),1,3,2,-8,1,1,2,0.1,-1,12
NS(=O)(=O)c1ccc(NC(=O)CN2C(=O)CCC2=O)cc1,-2,3,2,0,2,-8,-1,-0.1,1,1
Cn1ccsc1=NC(=O)c1ccc([N+](=O)[O-])o1,1,2,1,-1,-3,-3,4,0.5,-2,-10
O=C(NC1CCCC1)C1c2ccccc2OCC(=O)N1C1CC1 (stereo unspecified),-5,-27,0,3,1,-2,-3,0.3,6,2
CCc1nnc(NC(=O)C2CCN(C(=O)NC3CCCCC3)CC2)s1,0,-13,0,-4,-4,1,-2,-0.6,-2,4
COc1ccc(C(C)(O)c2nc(-c3cc(F)cc(F)c3)cs2)cc1 (stereo unspecified),5,14,2,5,5,0,-1,0.0,3,17
O=C(N/N=C/C(Br)=C/c1ccccc1)c1cnccn1,1,6,1,3,-3,-16,-6,-0.6,3,-7
CN(N=Nc1cccc([N+](=O)[O-])c1)c1ccccc1,-5,-4,-1,5,-6,-1,3,-0.7,2,-1
CCC1(CC)N=C(c2ccccc2)C(=S)N1,0,5,-1,0,-1,-1,0,0.5,-3,13
CN1CCN(C(=O)/C=C/c2ccc(Cl)c(Cl)c2)CC1,0,-8,-3,-4,-3,-3,1,0.6,3,-3
CC1=C(C)CC(C(=O)NCc2cccc(Cl)c2)C(C(=O)O)C1 (stereo unspecified),1,-9,-1,4,2,-7,2,-0.4,5,0
Cc1ccc2sc(N(CCCN(C)C)C(=O)c3ccc(Br)s3)nc2c1C,-1,8,1,0,2,-19,-5,-120,-1,11
O=C1/C(=C/c2cccnc2)SC(=NCc2ccccc2)N1Cc1ccccc1,-5,3,2,5,-1,2,1,0.0,5,-8
CCCCN1CC(C(=O)NCc2ccc(C)cc2)CC1=O (stereo unspecified),-3,-4,2,-5,2,-1,-1,-0.4,-5,7
O=C(Nc1cccnc1Cl)c1cc(-c2ccccc2O)on1,-2,-8,0,-2,2,-14,-7,-0.9,-3,2
COc1ccc(OC)c(NC(=O)C2CCCN(S(C)(=O)=O)C2)c1 (stereo unspecified),-5,-2,2,-10,1,-4,0,-0.2,-3,0
COC(=O)c1ccc2nc(-c3ccc(C)cc3)c(Cc3cccc(F)c3)n2c1,-16,-3,11,-4,3,-66,-52,-1.9,-2,6
COc1ccc(C(=O)N[C@H](C(=O)NC2CCCCC2)C(C)C)cc1,-4,9,-2,-3,1,-5,-1,0.1,1,-3

An unsorted share of the library, and some 4.1% of all compounds hit somewhere here.
